GAA glycogen: inhibitors or activators of human alpha-glucosidase glycogen cleavage; Potency, µM (highest dose often 76.4 µM), for the others: top-dose activity change, negative = inhibition, hits mostly inhibitors; P10253; 0.38% of 300,000 active; recombinant GAA, glycogen substrate, Amplex Red glucose oxidase fluorescence; active = well fitted inhibition curve with a large enough effect; inconclusive = small, poorly fitted or top-dose-only effect, or another doubt; inactive = no such curve, though single readings can be large or run the other way;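 also: 0% = full enzyme reaction and -100% = no-enzyme basal signal; the screen sought inhibitors and activators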
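Recombinant enzyme (4 nM final) with compounds titrated up to 77 uM and bovine liver glycogen (30 ug) in citrate pH 5.0, 0.01% Tween-20, 37 C 40 min. Released glucose detected by Amplex Red/glucose oxidase (Ex 573/Em 610); AC50 from Hill fits.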
Active calls of the source: *; u = inconclusive; [ ] = remark or other dose. Potency is read from the fitted curve at half-maximal effect.

GAA glycogen	SMILES
0.2%[76.3 µM]	COc1ccc(N(Cc2cccs2)C(=O)COc2cccc(C)c2C)cc1
4.3%[76.3 µM]	COc1ccc2[nH]cc(CCNC(=O)Cc3c(F)cccc3Cl)c2c1
0.3%[76.3 µM]	CS(=O)(=O)N1CCC(C(=O)NNC(=O)Nc2ccc(F)c(Cl)c2)CC1
-2.1%[76.3 µM]	CC(=O)N1N=C(c2ccco2)CC1c1ccc(Cl)o1 (stereo not drawn)
-11.0%[76.3 µM]	Cc1ccc(O)c(/C=N/NC(=O)CN2CCCC2)c1
8.6%[76.3 µM]	O=C(COc1ccc(F)cc1)Nc1ccc(Cl)c(-c2nc3ccccc3[nH]2)c1
-20.7%[76.3 µM]	COc1ccc(C(=O)/C=C/c2cn(CC(O)CN(CC(C)C)CC(C)C)c3ccccc23)cc1OC (stereo not drawn)
19.2%[76.3 µM]	Cc1ccc(N2CCN(C(=O)C3CCC(CNS(=O)(=O)c4ccc(Br)s4)CC3)CC2C)cc1 (stereo not drawn)
u	Cc1ccc(O)c(NC(=O)c2ccc(Br)c(S(=O)(=O)N3CCCCC3)c2)c1
3.0%	O=[N+]([O-])c1ccc(N2CCN(c3ccccc3)CC2)nc1

GAA glycogen	SMILES
1.3%	COc1cc(Cl)cc(/C=C/c2ccc3cccc(O)c3n2)c1OC
0.1%[76.3 µM]	Cc1ccc(NC(=O)C2CCCN(S(=O)(=O)c3ccc4[nH]c(=O)ccc4c3)C2)nc1 (stereo not drawn)
-25.7%[76.3 µM]	CCOc1ccc(NC(=O)N(Cc2cn(CC)c3ccccc23)C2CCCCCC2)cc1
3.7%[76.3 µM]	CCOc1ccc(S(=O)(=O)NCCC(=O)NCC(c2cccs2)N2CCOCC2)cc1 (stereo not drawn)
9.3%	CC(NS(=O)(=O)c1ccc(OCC(=O)NCc2ccccn2)cc1)c1ccccc1 (stereo not drawn)
16.4%[76.3 µM]	Cc1cccc(-c2nc(CSc3nncn4c3cc3sccc34)c(C)o2)c1
-2.0%[76.3 µM]	CCOC(=O)c1c(C)n(-c2ccccc2)c2ccc(OC(=O)c3cc(OC)cc(OC)c3)cc12
-3.1%[76.3 µM]	CC(C)(C)NC(=O)COc1coc(CN2CCN(Cc3ccccc3)CC2)cc1=O
-1.2%[76.3 µM]	COc1ccc(-c2cc(=O)oc3cc(OCC(=O)Nc4ccc(CCO)cc4)ccc23)cc1
5.1%[76.3 µM]	CN(C)S(=O)(=O)n1cc(/C=C(\NC(=O)c2ccccc2Cl)C(=O)N2CCCC2)c2ccccc21

GAA glycogen	SMILES
-6.2%[76.3 µM]	CC(=O)Nc1ccc(NC(=O)CSc2nnnn2-c2ccccc2F)cc1
5.2%	CNc1nc2c(N)ncnc2n1[C@H]1O[C@@H](CO)[C@H](O)[C@@H]1O
-4.5%[76.3 µM]	CCOC(=O)C[n+]1ccc2c([nH]c3ccccc32)c1C
-8.1%[76.3 µM]	COc1ccc(N(C)S(=O)(=O)c2ccc3c(c2)n(C)c(=O)c(=O)n3C)cc1
-6.1%[76.3 µM]	CCOc1ccc(C(=O)Oc2c(Sc3ccccc3)c(C)nn2C(C)(C)C)cc1OCC
12.1%[76.3 µM]	Cc1noc(-c2ccc(NC(C)c3ccccc3)c([N+](=O)[O-])c2)n1 (stereo not drawn)
17.5%[76.3 µM]	Cc1ccc(S(=O)(=O)N2CCN(c3ccccc3)CC2)cc1C
-8.3%[76.3 µM]	COc1ccc(CNCc2ccc3ccccc3c2)c(OC)c1
-0.8%[76.3 µM]	COc1ccc(CCNC(=O)Cn2nc(C)c3c(C)n(-c4ccccc4)nc3c2=O)c(OC)c1
-3.5%[76.3 µM]	COc1ccc(C2CC(=O)c3cnc(NC(=O)c4ccco4)nc3C2)cc1 (stereo not drawn)

GAA glycogen	SMILES
-7.4%	O=C(CCCC(=O)N(c1ccc(F)cc1)C(C(=O)NC1CCCC1)c1ccc(O)cc1)Nc1ccccn1 (stereo not drawn)
-11.9%[76.3 µM]	CCn1c(=O)c2sccc2n(Cc2cccc(C)c2)c1=O
-9.3%[76.3 µM]	Cc1cc(C)c2c(C)c(C(=O)N3CCC(c4nc5ccccc5s4)CC3)oc2c1
6.3%[76.3 µM]	Fc1ccc(-c2ccc(CNCCSc3nnnn3-c3ccccc3)o2)cc1Cl
-2.4%[76.3 µM]	COc1ccc2cc(C(=O)C3CCCN(C(=O)c4cncs4)C3)ccc2c1 (stereo not drawn)
-7.9%[76.3 µM]	Cc1oc2ncn(C)c(=O)c2c1C(=O)N1CCN(c2ccccc2F)CC1
-5.8%	Cc1ccc(NC(=O)Cn2c(CCC(=O)O)ccc2-c2ccc(Cl)cc2)cc1
-20.7%	Cc1ccc(N2C(=O)C3CCCN3C2=S)cc1C (stereo not drawn)
-6.1%	CCN(CC)S(=O)(=O)c1ccc(O)c(C(=O)OCC(=O)N2CCCC2)c1
7.9%[76.3 µM]	COc1ccc(C(=O)CCC(=O)N2CCN(c3cccc(Cl)c3)CC2)cc1

GAA glycogen	SMILES
-2.6%[76.3 µM]	COC(=O)c1nnn(-c2ccc(Br)cc2)c1C(=O)OC
-1.0%[76.3 µM]	O=C(CNC(=O)N1CC(=O)Nc2ccccc21)Nc1ccc(F)c(Cl)c1
6.9%[76.3 µM]	CCOc1ccc(S(=O)(=O)N(CC(=O)NCc2ccccc2OC)c2ccccc2)cc1
2.7%[76.3 µM]	CCOC(=O)NN=C1CN(S(=O)(=O)c2ccc(C)cc2)C1
-2.7%[76.3 µM]	CN(C)CCCN(C(=O)c1ccc(S(=O)(=O)N2CCc3ccccc3C2)cc1)c1nc2ccc(F)cc2s1
-3.9%[76.3 µM]	CCCOc1ccccc1Cn1c(=O)oc2ccccc21
u	Cc1nn(-c2ccccc2)c(Cl)c1C(=O)NCc1ccccc1F
4.3%[76.3 µM]	Cc1ccccc1C(=O)Oc1ccc(Cl)cc1C(=S)N1CCOCC1
15.8µM*	O=C(NCc1ccc(F)cc1)c1ccc(NC(=O)N2CC3CCCN3c3ccccc32)cc1 (stereo not drawn)
u	CCN(CC)c1ccc(NC(=O)CN(C)Cc2cccs2)cc1

An excerpt from above in order of heavy-atom count, smallest number first.
GAA glycogen	SMILES
-2.6%[76.3 µM]	COC(=O)c1nnn(-c2ccc(Br)cc2)c1C(=O)OC
-3.9%[76.3 µM]	CCCOc1ccccc1Cn1c(=O)oc2ccccc21
u	CCN(CC)c1ccc(NC(=O)CN(C)Cc2cccs2)cc1
4.3%[76.3 µM]	Cc1ccccc1C(=O)Oc1ccc(Cl)cc1C(=S)N1CCOCC1
-1.0%[76.3 µM]	O=C(CNC(=O)N1CC(=O)Nc2ccccc21)Nc1ccc(F)c(Cl)c1
6.9%[76.3 µM]	CCOc1ccc(S(=O)(=O)N(CC(=O)NCc2ccccc2OC)c2ccccc2)cc1
-2.7%[76.3 µM]	CN(C)CCCN(C(=O)c1ccc(S(=O)(=O)N2CCc3ccccc3C2)cc1)c1nc2ccc(F)cc2s1

Going on with the list.
GAA glycogen	SMILES
-14.2%	O=C(NCC1CCN(Cc2cccc(Cl)c2)CC1)Nc1ccc(Cl)cc1
-3.6%[76.3 µM]	CC(=O)c1ccc(N2CCN(C(=O)c3cc4c(C)nc5ccccc5c4o3)CC2)cc1
-11.3%[76.3 µM]	COc1cccc2c1Oc1ncccc1N(C(=O)CCC(=O)NCc1cccc(C)c1)C2
12.7%[76.3 µM]	O=[N+]([O-])c1ccc(O)c(-c2ccnc3cc(-c4ccccc4)nn23)c1
13.6%[76.3 µM]	NC(=O)CC(NC(=O)c1ccc(Br)cc1)c1ccc(NC2CCCCC2)c([N+](=O)[O-])c1 (stereo not drawn)
-2.4%	CCc1nnc2n1N=C(c1ccc(Cl)cc1)CS2
-13.8%[76.3 µM]	COc1ccc(Nc2nnc(-c3ccc(C)c(S(=O)(=O)NCc4nc5ccccc5[nH]4)c3)c3ccccc23)cc1
3.9%[76.3 µM]	Cc1[nH]c2ccccc2c1C1N2CC3(C)CN1CC(C)(C2)C3=O (stereo not drawn)
0.9%	CC(O)[C@@H](NC(=O)C1CCC(CNC(=O)[C@H](Cc2ccccc2)NC(=O)OC(C)(C)C)CC1)C(=O)O (stereo partly drawn)
-9.0%	COc1cc2c(cc1OC)CN(S(=O)(=O)/C=C/c1ccccc1)CC2

GAA glycogen	SMILES
-14.1%[76.3 µM]	CC(C)CC(CCc1ccccc1)OS(N)(=O)=O (stereo not drawn)
-0.5%	Nc1cc(=O)[nH]c(SCCSc2ccccc2F)n1
0.7%	Cc1ccc(N(C(=O)CS(=O)CC(=O)Nc2ccc(F)cc2)C(C)C(=O)NC(C)(C)C)cc1 (stereo not drawn)
-8.1%[76.3 µM]	COc1cccc(NC(=O)Cn2c3ccccc3c3nc4n(c(=O)c32)CCCS4)c1
2.8%[76.3 µM]	COc1ccc(C(=O)Nc2ccc(C(=O)Nc3cccc(C)c3)cc2)cc1
12.2%	O=C(c1cccc(F)c1)N1CCN(C(=O)C(c2ccccc2)c2ccccc2)CC1
-7.7%[76.3 µM]	O=C(c1ccsc1)N1CCCC(N2CCN(c3cccc(C(F)(F)F)c3)CC2)C1 (stereo not drawn)
-6.9%[76.3 µM]	Cc1ccccc1-c1nc(C(N)=O)c2c(n1)n(-c1ccc3c(c1)OCO3)c(=O)n2C
9.4%	Cc1[nH]c(-c2ccc(F)cc2)cc1C(=O)N1CCN(c2ccccc2F)CC1
11.4%[76.3 µM]	CC(C(=O)NCc1ccccc1)N1C(=O)c2ccccc2C1=O (stereo not drawn)

GAA glycogen	SMILES
-7.5%	CC(=O)Nc1cccc(NC(=O)c2ccc3c(c2)CCN3S(C)(=O)=O)c1
-0.7%[76.3 µM]	O=C(NCCn1cc(SCc2ccccc2Cl)c2ccccc21)c1cccs1
1.6%[76.3 µM]	COc1ccc(OC)c(NC(=O)N2CCCc3ccccc32)c1
14.1%[76.3 µM]	CCc1nnc(NS(=O)(=O)c2ccc(NC(=O)c3cc(Cl)ccc3[N+](=O)[O-])cc2)s1
-2.3%[76.3 µM]	Cc1ccc(Cl)cc1NC(=O)c1cc(-c2ccc3c(c2)OCCO3)on1
-3.4%[76.3 µM]	Cc1ccc(/C=C2\SC(=S)N(CCCC(=O)Nc3ccccc3C(=O)O)C2=O)cc1
-15.8%	COc1ccc(NC(=O)CS(=O)CC(=O)Nc2cccnc2)cc1 (stereo not drawn)
7.1%[76.3 µM]	COc1ccccc1NC(=O)Cn1cnc2ccc(S(=O)(=O)N3CCC(C)CC3)cc2c1=O
5.7%	Cc1ccc2c(nc3s/c(=C\c4ccc(-c5ccccc5C(=O)O)o4)c(=O)n32)c1C
-2.8%[76.3 µM]	NC(=O)C1CCN(C(=O)CCSCc2ccccc2)CC1

GAA glycogen	SMILES
9.4%[76.3 µM]	O=C(NC1CCCN(C2Cc3ccccc3C2)C1)c1ccc(F)cc1Cl (stereo not drawn)
10.2%[76.3 µM]	COc1ccc(CCNC(=O)CCCn2c(=O)c3ccccc3n(Cc3c(C)cc(C)cc3C)c2=O)cc1OC
7.2%[76.3 µM]	O=C1c2ccccc2C(=O)c2c1cccc2N(CCO)CCO
3.1%	CC(C(=O)OCC(=O)c1cccc([N+](=O)[O-])c1)N1C(=O)C2C3C=CC(C3)C2C1=O (stereo not drawn)
12.7%[76.3 µM]	CCCCCCc1c(C)c2ccc(OCC(=O)N[C@@H](Cc3ccccc3)C(=O)O)cc2oc1=O
-0.3%	CN(c1ccc(C(=O)Nc2cccnc2)cc1)S(=O)(=O)c1ccccc1
u	Cn1c(=O)n(C)c2cc(NS(=O)(=O)c3ccc(Br)cc3)c(NCc3ccccc3)cc21
3.1%[76.3 µM]	CCOC(=O)c1cc2ccc3ccccc3c2oc1=O
-0.9%[76.3 µM]	COc1ccccc1CC(=O)N1CCN(C(=O)c2ccco2)CC1
-2.8%[76.3 µM]	Cc1ccc(C(C)C)cc1S(=O)(=O)NCc1ccccn1

GAA glycogen	SMILES
16.3%[76.3 µM]	Cc1ccc(C(=O)Nc2ccc3c(c2)C(=O)NC3=O)cc1
-13.4%	Cc1ccc2nc(SCC(=O)Nc3cc(C)on3)c(C)cc2c1
3.8%	NS(=O)(=O)c1ccccc1NC(=S)Nc1ccccc1S(N)(=O)=O
-5.7%	CCOC(=O)N1CCC(Nc2c([N+](=O)[O-])cc(C(=O)O)cc2[N+](=O)[O-])CC1
0.2%	CC(=O)Nc1cccc(NC(=O)c2cccc3cccnc23)c1
-15.8%[76.3 µM]	Cc1[nH]c2ccccc2c1CCNC(=O)c1ccc2nccnc2c1
-2.7%[76.3 µM]	Cc1cccc(S(=O)(=O)c2cn(C)c3cc(N4CCN(c5ccccc5)CC4)c(F)cc3c2=O)c1
4.6%[76.3 µM]	FC(F)(F)c1ccc(CN2CCN(Cc3ccco3)CC2)cc1
-6.4%[76.3 µM]	CCCSc1oc(-c2cccs2)nc1S(=O)(=O)c1ccc(C)cc1
15.4%[76.3 µM]	CCOC(OCC)c1cn(Cc2ccc(C(=O)c3ccccc3)cc2)nn1

GAA glycogen	SMILES
15.9%[76.3 µM]	COc1ccc(NC(=O)C2CCN(S(=O)(=O)c3c(C)noc3/C=C/c3cccs3)CC2)cc1Cl
4.7%[76.3 µM]	COc1ccc(-c2nnn3c2nc(NCc2ccc(C)cc2)c2ccccc23)cc1
10.4%[76.3 µM]	N#C/C(=C\c1ccc(-c2ccc(C(=O)O)cc2)o1)C(=O)Nc1ccccc1C(=O)O
2.5%[76.3 µM]	CCN(Cc1ccccc1)S(=O)(=O)c1c(C)[nH]c(C)c1C(=O)N1CCCCC1
u	CC(C)c1cc(C(=O)N/N=C/c2ccoc2)c(O)c(C(C)C)c1
14.3%	O=C(CSc1nc(C2CC2)nc2ccccc12)Nc1ccccc1
-0.1%[76.3 µM]	Cc1noc(NS(=O)(=O)c2ccc(NC(=O)COc3ccccc3Br)cc2)c1C
6.5%[76.3 µM]	CCCSc1nnc(N2C(=O)C(O)=C(C(=O)c3ccco3)C2c2ccccc2F)s1 (stereo not drawn)

The list is partial; the hit share may differ from the screen's.
